SKN-1 inh: suppressors of acrylamide-induced Pgst-4::GFP reporter in worms, primary screen, SKN-1 inhibitor project, whole organism, uHTS, GFP/RFP fluorescence ratio, strain VP596; C. elegans VP596 Pgst-4::GFP/RFP ratio, 24 h; inhibition, % at 21.8 µM; hit rate 0.49% among 360,000;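 active = interference check ratio from 0.5 to 1.5 plus GFP to RFP signal ratio inhibition reaching or exceeding a fixed threshold, cut at about 30% in these data, passing the limit was not always enough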; note: some compounds called inactive have numbers as strong as hits
Neddylation inh: inhibitors of cullin neddylation, primary screen, biochemical, TR-FRET, uHTS, NAE and Ubc12; NEDD8-conjugating enzyme Ubc12 (Homo sapiens) + NEDD8-activating enzyme E1 regulatory …; calls only at 25 µM; hit rate 0.58% among 360,000; in the data active = inhibition above about 36%
Target sequence (P61081 whole entry, looked up): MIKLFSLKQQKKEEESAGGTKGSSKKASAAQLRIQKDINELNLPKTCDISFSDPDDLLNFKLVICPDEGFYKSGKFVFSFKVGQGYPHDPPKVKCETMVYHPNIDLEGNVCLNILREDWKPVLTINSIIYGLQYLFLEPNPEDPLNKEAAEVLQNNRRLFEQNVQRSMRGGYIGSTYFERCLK
Target sequence (Q13564 whole entry, looked up): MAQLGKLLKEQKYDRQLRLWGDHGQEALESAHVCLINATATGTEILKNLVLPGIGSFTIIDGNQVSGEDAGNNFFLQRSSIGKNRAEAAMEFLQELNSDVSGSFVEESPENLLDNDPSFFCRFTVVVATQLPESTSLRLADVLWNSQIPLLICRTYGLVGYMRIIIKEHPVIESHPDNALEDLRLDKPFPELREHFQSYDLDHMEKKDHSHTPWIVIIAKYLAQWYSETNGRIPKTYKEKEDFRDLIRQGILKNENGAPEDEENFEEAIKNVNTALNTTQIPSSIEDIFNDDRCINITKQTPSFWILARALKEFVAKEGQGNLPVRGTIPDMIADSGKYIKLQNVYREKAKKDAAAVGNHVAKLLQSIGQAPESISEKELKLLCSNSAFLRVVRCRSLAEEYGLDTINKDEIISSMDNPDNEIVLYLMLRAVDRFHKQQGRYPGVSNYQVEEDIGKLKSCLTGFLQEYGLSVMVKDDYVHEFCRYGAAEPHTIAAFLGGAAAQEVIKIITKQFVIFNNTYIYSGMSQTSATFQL
MsrA act: bovine MsrA enzyme activators, primary screen, biochemical, absorbance, HTS; Methionine sulfoxide reductase A (Bos taurus); hit rate 0.3% among 360,000; AID 602163, 2012; activation, % at 10.6 µM; purified bovine MsrA, absorbance read-out; in the data active = activation above about 7.5%;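 note: 0% = vehicle and 100% = reference activator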
Rin1 Abl inh: inhibitors of Rin1-Abl protein binding, primary screen, biochemical, TR-FRET; Tyrosine-protein kinase ABL1 (Homo sapiens) + Ras and Rab interactor 1 (Homo sapiens), …; inhibition, % at 7.35 µM; hit rate 0.4% among 360,000; AID 588664, 2011; in the data active = inhibition above about 5%, passing the limit was not always enough
FAS TE block: FAS thioesterase domain inhibitors, primary screen, biochemical, fluorescence intensity, uHTS; Fatty acid synthase (Homo sapiens), P49327; recombinant FAS-TE, OMFH fluorogenic substrate, fluorescence endpoint; inhibition, % at 15 µM; hit rate 0.67% among 360,000; AID 602261, 2012;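 active = compounds whose normalised, plate-corrected inhibition of enzyme fluorescence in the single-dose primary screen is 50% or more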;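 note: 0% = DMSO with enzyme and 100% = substrate without enzyme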
eLon inh: inhibitors of E. coli Lon protease, primary screen, biochemical, fluorescence polarization; P0A9M0; purified E. coli Lon protease; inhibition, % at 7.94 µM; hit rate 0.42% among 360,000; in the data active = inhibition above about 13%, passing the limit was not always enough;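 note: 0% = enzyme with probe and DMSO and 100% = no enzyme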
MT1-MMP act inh: blockers of MT1-MMP proenzyme processing, primary screen, HT1080 RFP-PRO-GFP cells, GFP/RFP fluorescence. GFP/RFP ratio fluorescence, overnight; percent of plate control window, DMSO zero. GFP/RFP ratio change, % at 20 µM. hit rate 0.061% among 360,000;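 active = GFP/RFP ratio change of at least 30% with cell ATP level not reduced by more than half and red fluorescence within 50% of control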; note: strong numbers were not always called active
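Assay system: HT1080 RFP-PRO-GFP cells. Benchmarks: DMSO vehicle wells and RFP-L50D-GFP reporter cell wells. Times: overnight cell settling, then overnight compound exposure, 37 °C, 5% CO2. Compound: 20 µM single dose, 1% DMSO. Read-out basis: GFP/RFP fluorescence ratio.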
NRP1-CendR mod: modulators of CendR peptide binding to NRP-1, primary screen, biochemical, fluorescence polarization, uHTS; Neuropilin-1 (Homo sapiens), O14786; FAM-RPARPAR peptide binding to NRP-1; inhibition, % at 25 µM; hit rate 0.85% among 360,000; AID 602438, 2012;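 active = inhibition or corrected inhibition above about 18%, plus a signal ratio from 0.5 to 1.5, limit read from the data, passing the limit was not always enough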; note: strong numbers were not always called active
MsrA inh: bovine MsrA enzyme inhibitors, primary screen, biochemical, absorbance, HTS | Methionine sulfoxide reductase A (Bos taurus) | purified bovine MsrA, absorbance read-out | inhibition, % at 15.5 µM | hit rate 0.75% among 360,000 | AID 651718, 2012; in the data active = inhibition above about 4.5%;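 note: 0% = vehicle wells with enzyme and 100% = reference inhibitor wells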
Starred values were filed as active, the others as inactive; i = inactive; / = no result given.

SMILES | SKN-1 inh | Neddylation inh | MsrA act | Rin1 Abl inh | FAS TE block | eLon inh | MT1-MMP act inh | NRP1-CendR mod | MsrA inh
COc1cc2c(=O)n(CCCC(=O)NCC3CCCO3)c(=O)n(CC(=O)c3ccc(F)cc3)c2cc1OC (centres undefined) | -1 | i | 0 | 1 | 2 | -3 | -1 | 12 | 2.2
CCOc1cc(/C=N/NC(=O)COc2ccc(C)cc2)ccc1OC(=O)c1cccs1 | 9 | i | -2 | -2 | 26 | 0 | 11 | 8 | 1.1
CC(C)(C)OC(=O)C[C@@H]1C/C=C\C[C@H](CC(=O)NCCO)C(=O)NC[C@H](c2ccccc2)OC1=O | 12 | i | -4 | 5 | -8 | 4 | 1 | 10 | -0.9
COc1cc(NC(=O)C2CC(=O)N(Cc3ccco3)C2)cc(OC)c1 (centres undefined) | 0 | i | -1 | 0 | -7 | -6 | 4 | 4 | -1.2
O=C(C1=C[C@H](c2ccc(Br)cc2)C[C@H](OCCCCO)O1)N1CCN(Cc2ccccc2)CC1 | 10 | i | -4 | 3 | 2 | 3 | -2 | 8 | 0.4
O=C(O)c1ccccc1-c1nc(-c2ccccc2)c(-c2ccccc2)[nH]1 | -8 | / | 0 | 1 | -2 | -8 | -1 | -10 | -0.1
Cc1ccc(OCC(=O)N2CC(C)CC(C)C2)c([N+](=O)[O-])n1 (centres undefined) | 0 | i | -3 | 3 | -1 | 7 | -2 | 1 | 1.6
CCCCc1cc(=O)oc2cc(OCc3nn[nH]n3)c(Cl)cc12 | -20 | i | -3 | -4 | 3 | -11 | 1 | -2 | 3.1
Cc1cccc(-n2cnc3cc([N+](=O)[O-])ccc32)c1 | 6 | i | -4 | 0 | 12 | -1 | 3 | -8 | 1.1
Cc1cc(C)cc(C(=O)N2CCC3(CC2)NCCc2[nH]cnc23)c1 | 12 | i | -3 | -5 | -6 | 3 | 0 | 4 | -1.6
O=C(CO/N=C/c1ccccc1OC(F)F)NC1CCCC1 | 8 | i | -6 | 0 | -3 | -1 | 1 | -25 | 1.7
CCn1c(CCCNC(=O)c2cccs2)nc2ccccc21 | 1 | i | -2 | -2 | -7 | -8 | -2 | 2 | 0.8
Cc1cccc(-c2cc(NCCc3cccnc3)n3nccc3n2)c1 | 33 | / | -1 | -1 | -4 | -6 | 1 | 0 | 1.6
CCOC(=O)C1=C(O)/C(=C/c2ccc(OCC(=O)O)c(OCC)c2)SC1=Nc1ccccc1 | 4 | i | -3 | -4 | -6 | 5 | 1 | -11 | 1.1
CCCCSc1oc(-c2ccco2)nc1S(=O)(=O)c1ccccc1 | 6 | i | 2 | -2 | 25 | 8 | -3 | 8 | 0.6
COc1cc2c(cc1OC)CN(c1ccc([N+](=O)[O-])cc1Cl)CC2 | -10 | i | -1 | -2 | 20 | -8 | 8 | -7 | 4.8*
CCCCCC(=O)Nc1ccc(C(=O)COC(=O)Cn2cnc3c2c(=O)n(C)c(=O)n3C)cc1 | 6 | i | -5 | 6 | -3 | 2 | 0 | -1 | 0.5
Cc1csc(C2=C(O)CN(CCc3ccccc3)C2=N)n1 | 11 | i | -1 | 0 | -4 | 0 | 1 | -22 | 2.1
COc1ccc(Cc2c(-c3ccccc3)nc3cc(C)c(Br)c(C)n23)c(C)c1 | 6 | i | -2 | -4 | 19 | -10 | 0 | -1 | -0.3
CC(C)NC(=O)/C(=C/c1cn(-c2ccccc2)nc1-c1cccc([N+](=O)[O-])c1)NC(=O)c1ccccc1 | 5 | i | 1 | 2 | 37 | 11 | -11 | -75 | 0.5
CC(C)(C)c1ccc(C(=O)Nc2ccc(NC(=O)C(=O)O)cc2)o1 | 5 | i | -1 | 0 | 0 | 6 | -1 | 8 | 0.3
O=C(NCCCN1CCOCC1)c1ccc(Cl)s1 | -3 | i | -12 | 0 | -7 | -2 | -4 | -7 | 1.3
COc1cc(OC)c(/C=N/NC(=O)c2ccc(NC(C)=O)cc2)cc1Br | -1 | / | -3 | 1 | 2 | -2 | -3 | -9 | 0.7
COc1ccc(-n2c(C(C)(C)C)csc2=Nc2c(C)n(C)n(-c3ccccc3)c2=O)cc1 | 4 | i | -4 | -1 | -8 | -16 | 4 | 0 | 0.6
CC(C)C(=O)N1CCCCCCN1C(=O)C(C)C | 11 | i | -6 | 6 | -5 | 2 | -1 | -21 | 2.3

Record cards (already shown). Screens in order: SKN-1 inh | Neddylation inh | MsrA act | Rin1 Abl inh | FAS TE block | eLon inh | MT1-MMP act inh | NRP1-CendR mod | MsrA inh
COc1ccc(Cc2c(-c3ccccc3)nc3cc(C)c(Br)c(C)n23)c(C)c1 is entered as 6 | i | -2 | -4 | 19 | -10 | 0 | -1 | -0.3
CC(C)(C)OC(=O)C[C@@H]1C/C=C\C[C@H](CC(=O)NCCO)C(=O)NC[C@H](c2ccccc2)OC1=O is entered as 12 | i | -4 | 5 | -8 | 4 | 1 | 10 | -0.9
CC(C)NC(=O)/C(=C/c1cn(-c2ccccc2)nc1-c1cccc([N+](=O)[O-])c1)NC(=O)c1ccccc1 is entered as 5 | i | 1 | 2 | 37 | 11 | -11 | -75 | 0.5
O=C(NCCCN1CCOCC1)c1ccc(Cl)s1 is entered as -3 | i | -12 | 0 | -7 | -2 | -4 | -7 | 1.3

Part of the list above in order of molecular weight, descending:
SMILES | SKN-1 inh | Neddylation inh | MsrA act | Rin1 Abl inh | FAS TE block | eLon inh | MT1-MMP act inh | NRP1-CendR mod | MsrA inh
CCOC(=O)C1=C(O)/C(=C/c2ccc(OCC(=O)O)c(OCC)c2)SC1=Nc1ccccc1 | 4 | i | -3 | -4 | -6 | 5 | 1 | -11 | 1.1
COc1cc(OC)c(/C=N/NC(=O)c2ccc(NC(C)=O)cc2)cc1Br | -1 | / | -3 | 1 | 2 | -2 | -3 | -9 | 0.7
CC(C)C(=O)N1CCCCCCN1C(=O)C(C)C | 11 | i | -6 | 6 | -5 | 2 | -1 | -21 | 2.3

Later entries:
SMILES | SKN-1 inh | Neddylation inh | MsrA act | Rin1 Abl inh | FAS TE block | eLon inh | MT1-MMP act inh | NRP1-CendR mod | MsrA inh
Cc1ccc(CN2CCSc3sccc3C2=O)cc1 | -5 | i | -9 | -5 | -6 | -6 | 0 | -2 | -0.2
O=C(NCCc1c[nH]c2ccccc12)C1CCCN(S(=O)(=O)c2ccccc2)C1 (centres undefined) | 12 | i | -2 | -2 | 6 | 4 | 2 | 0 | 0.3
CSc1ccc(/C=N/NC(=O)c2cccc(O)c2)cc1 | 21 | i | -3 | 1 | -3 | -12 | 0 | 2 | 4.8*
CC(=O)N1CCc2ccc([N+](=O)[O-])cc21 | -3 | i | -1 | 1 | 7 | -8 | 0 | 13 | 0.8
CC(NC(=O)c1csc2ccccc12)C1CCCO1 (centres undefined) | -31 | i | -12 | 0 | -6 | -5 | 5 | 5 | -1.2
O=C1C2CC(O)CN2C(=S)N1Cc1ccccc1 (centres undefined) | 15 | i | -4 | 0 | -1 | 7 | 4 | 1 | -0.7
COc1cc(CN(C)c2ccc(S(=O)(=O)N3CCCC3)cn2)ccc1OC(F)F | -2 | i | -1 | 1 | 68* | -1 | -5 | 0 | 1.5
COC(=O)c1ccccc1NC(=O)c1cccc(NC(=O)C(C)C)c1 | 18 | i | 0 | 1 | 5 | 0 | -3 | 3 | -0.4
CC(C)n1ncc2c(C(=O)Nc3ccccc3SCC(N)=O)cc(C3CC3)nc21 | 5 | i | -3 | -5 | 2 | -4 | 3 | -6 | 2.9
CC(=O)Nc1cc2ccccc2oc1=O | 0 | i | -5 | -3 | -12 | 4 | 1 | 6 | -0.7
CCO[C@H]1OC(C(N)=O)=C[C@@H](C2CCCCC2)[C@@H]1CCCO | 1 | i | -1 | 2 | -11 | -8 | 2 | 1 | -0.4
CN(C)C(=O)C(=O)c1cccn1-c1cccc(Cl)c1C#N | 2 | i | -11 | 2 | -11 | 4 | 3 | 7 | 0.3
O=c1cc(-c2ccccc2)nc(Cc2c(Cl)cccc2Cl)[nH]1 | 17 | i | -1 | 1 | -3 | -3 | 4 | 4 | 1.1
COc1ccc(N(C(=O)CNC(=O)c2ccco2)C(C(=O)NCC2CCCO2)c2ccccc2)c(OC)c1 (centres undefined) | -7 | i | -8 | 0 | -6 | 9 | 1 | 4 | 1.5
Cc1[nH]c(=S)c(C#N)c(C)c1Cc1ccc(Cl)cc1Cl | 16 | i | -6 | -2 | -1 | 6 | 2 | 6 | -0.8
CCOC(=O)CSCC(=O)N1N=C(c2cccs2)CC1c1ccc(F)cc1 (centres undefined) | 4 | / | -2 | -3 | 18 | -12 | 0 | -4 | 1.7
CCOC(=O)c1cc(N)cc([N+](=O)[O-])c1 | 10 | i | -3 | -6 | -4 | -5 | 4 | 1 | 0.5
COc1ccccc1CNC(=O)CCNC(=O)N1CC(=O)Nc2ccccc21 | 0 | i | -4 | 4 | -5 | 7 | -1 | 3 | -0.4
CCN(CC)CCOC(=O)c1ccc(N/C=C(/C#N)c2nc(-c3cccc(OC)c3)cs2)cc1 | -14 | i | -6 | 0 | -2 | 5 | 0 | -3 | -0.3
CC(Oc1ccccc1F)c1nnc(SCC(=O)Nc2ccc(N3CCOCC3)cc2)o1 (centres undefined) | 9 | i | -1 | 0 | -4 | -4 | 2 | 9 | -0.7
Cc1cc(NC(=O)C2CCCCC2)ccc1NC(=O)c1ccccc1Cl | 6 | i | -3 | -1 | -10 | -1 | -1 | -4 | -0.1
O=C(CN(c1ccccc1)S(=O)(=O)c1ccccc1)N1CCN(Cc2ccc3c(c2)OCO3)CC1 | -5 | i | -6 | 4 | 0 | 4 | 2 | 14 | -0.3
COCCCNC(=O)CS(=O)Cc1nc(-c2ccccc2C)oc1C (centres undefined) | 12 | i | 0 | 0 | -6 | -7 | 0 | 3 | -1.1
NC(=S)c1cc2ccc(O)cc2oc1=O | 9 | / | 2 | -4 | -9 | -195 | -16 | -189 | 0.3
O=C1OC(c2ccccc2)(c2cc(Br)ccc2O)c2ccccc21 (centres undefined) | 6 | i | -2 | 0 | 10 | -5 | 4 | 1 | 0.3
O=C(Nc1cccc(Cl)c1)N1CCN(c2ncccn2)CC1 | -27 | i | 1 | 4 | -5 | -4 | 2 | -11 | 1.5
Cc1ccc(S(=O)(=O)NC(Cc2ccccc2)C(=O)O)cc1 (centres undefined) | 10 | i | -3 | 3 | -8 | -6 | -1 | 10 | 2.2

Screening results deposited in PubChem by several laboratories.
